High-throughput results as filed in PubChem BioAssay.
ERp5 block: ERp5 (human) disulfide isomerase inhibition; ERp5 insulin aggregation, absorbance 650 nm, 90 min; inhibition, % at 9.99 µM; 0.05% of 350,000 active; AID 651711;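 active = mean replicate inhibition above about 25%, with every replicate also reaching it, limit read from the data, passing the limit was not always enough; inconclusive = only one of those two criteria met; inactive = neither criterion met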
Target sequence (Q15084 whole entry, looked up): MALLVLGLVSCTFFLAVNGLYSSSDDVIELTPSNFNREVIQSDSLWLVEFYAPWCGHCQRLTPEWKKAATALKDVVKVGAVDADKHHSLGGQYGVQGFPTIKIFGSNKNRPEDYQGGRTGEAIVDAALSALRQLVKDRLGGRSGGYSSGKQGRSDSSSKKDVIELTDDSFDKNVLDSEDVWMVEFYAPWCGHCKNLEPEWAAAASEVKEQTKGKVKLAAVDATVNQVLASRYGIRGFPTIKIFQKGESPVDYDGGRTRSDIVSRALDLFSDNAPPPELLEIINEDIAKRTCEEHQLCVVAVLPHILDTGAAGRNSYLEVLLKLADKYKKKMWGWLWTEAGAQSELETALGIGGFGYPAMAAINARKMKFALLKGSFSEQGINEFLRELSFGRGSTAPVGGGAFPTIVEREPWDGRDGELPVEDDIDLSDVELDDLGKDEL
E-selectin induc: induces E-selectin expression in human endothelial cells. P16581. HUVEC E-selectin immunofluorescence imaging; normalized: neutral wells 0, TNF-alpha wells 100. activation, % at 7.58 µM. 0.37% of 260,000 active;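 active = mean E-selectin-positive cell signal at least 10% of the positive control, reached in at least 60% of replicates, without over 20% cell loss; inconclusive = no rule given, readout overlaps actives, possibly toxicity-flagged; inactive = the rest, including those meeting only one limit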;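 note: in these data hits start at about 27%; measured in HUVEC primary endothelial cells; signal is the percent of cells scored E-selectin positive by PE staining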
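System: HUVEC, human umbilical vein endothelial cells; quantity: 3,000 cells/well; buffer or medium: EGM-2 medium, gelatin-coated wells; dosing: single-point compound dose; detection: immunofluorescence imaging; evaluation: % PE-positive cells; benchmarks: TNF-alpha, DMSO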
PglD inh: blocks C. jejuni PglD acetyltransferase activity | AID 602405 | purified PglD enzyme, DTNB colorimetric CoA detection | 0.098% of 360,000 active | inhibition, % at 12.5 µM; in the data active = inhibition above about 16%, passing the limit was not always enough; inconclusive = no clear call, values can overlap the other calls; note: strong numbers were not always called active
C2C12 statin: suppressors of simvastatin-induced myotoxicity in C2C12 myotubes. 0.78% of 330,000 active. ATP luminescence, 48 h; scaled: DMSO 0, geranylgeraniol control 100. rescue of ATP level, % at 7.49 µM;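 active = mean ATP rescue above about 67%, or every replicate alone reaching that limit, limit read from the data, passing the limit was not always enough; inconclusive = no clear call, values can overlap the other calls; inactive = mean under the limit and some replicate under it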;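 note: myotubes were challenged with 10 µM simvastatin during compound exposure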
SIRT5 block: blocks human SIRT5 desuccinylation of peptide. Purified SirT5, succinyl-peptide AMC, trypsin-coupled fluorescence. inhibition, % at 15 µM. 1.1% of 330,000 active. AID 652115; in the data active = inhibition above about 15%; inconclusive = no clear call, values can overlap the other calls
Target sequence (Q9NXA8 whole entry, looked up): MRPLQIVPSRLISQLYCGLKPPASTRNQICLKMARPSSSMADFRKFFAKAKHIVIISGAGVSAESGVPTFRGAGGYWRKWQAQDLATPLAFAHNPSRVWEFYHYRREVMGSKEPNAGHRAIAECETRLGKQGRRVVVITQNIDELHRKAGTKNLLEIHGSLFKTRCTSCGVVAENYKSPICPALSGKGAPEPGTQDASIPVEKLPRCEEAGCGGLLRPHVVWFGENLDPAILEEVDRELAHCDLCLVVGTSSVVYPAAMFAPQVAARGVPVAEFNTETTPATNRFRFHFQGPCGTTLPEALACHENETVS
DENV2 CPE: inhibitors of DENV2 cytopathic effect; 1.7% of 350,000 active; CPE inhibition, % at 9.99 µM; DENV2-infected cells, cytopathic effect rescue, plate reader; in the data active = CPE inhibition above about 20%, passing the limit was not always enough; inconclusive = no clear call, values can overlap the other calls; tested in BHK-21 cells;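 note: 0% = median of neutral control wells and 100% = median of positive control wells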
S100A4 MyoIIA: inhibitors of human S100A4 binding to myosin IIA peptide; P26447; S100A4/TAMRA-MyoIIA peptide fluorescence polarization; inhibition, % at 10.7 µM; 0.14% of 360,000 active;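 active = mean inhibition of at least 70% across replicates, with every replicate also reaching that level; inconclusive = mean inhibition reaches 70% but some replicates fall short; inactive = mean inhibition below 70%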
Target sequence (P26447 whole entry, looked up): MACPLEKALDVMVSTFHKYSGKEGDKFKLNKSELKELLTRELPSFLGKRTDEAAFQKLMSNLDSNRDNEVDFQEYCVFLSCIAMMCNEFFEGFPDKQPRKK
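Test system: S100A4 monomer protein; Medium: HEPES pH 7.2 with CaCl2, KCl, NaCl, DTT, Triton; Probe or stimulus: TAMRA-labelled myosin IIA heavy-chain peptide probe, 5 nM; Doses: one dose per compound; Times: polarization read 5 min after assay mix addition, stable 5–60 min; Benchmarks: neutral control DMSO, positive control TFP.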
* hit, by the source's call; ? = inconclusive; · = no result given; & = joins results of further samples. An excerpt; count on the stated rates, not on these rows.

SMILES	ERp5 block	E-selectin induc	PglD inh	C2C12 statin	SIRT5 block	DENV2 CPE	S100A4 MyoIIA
CN(C)S(=O)(=O)N1CCc2ccc(NC(=O)C3CCCO3)cc2C1 (configuration not stated)	3	0.0	-3	-7	-3	?	-5
O=C(CCC1CCCN(C(=O)c2cncs2)C1)NCc1ccc(F)c(F)c1 (configuration not stated)	1	1.1	0	-6	-3	1	3
CC(=O)Nc1ccc(C(=O)OCC(=O)Nc2c(F)cccc2F)cc1	6	0.4	-6	-6	-4	6	-19
CN1C(=O)c2cc(NS(=O)(=O)c3cccc(F)c3)ccc2OC[C@@H]2O[C@H](CC(=O)N3CCc4ccccc4C3)CC[C@@H]21	3	0.0	2	-2	·	·	8
C[C@H](CO)N1C[C@H](C)[C@@H](CN(C)Cc2ccccc2)Oc2ccc(NC(=O)CCCCCC(=O)Nc3ccccc3N)cc2CC1=O	-3	0.3	0	8	0	-6	4
O=C(CN1C(=O)CSc2ccc(S(=O)(=O)N3CCOCC3)cc21)NCCCN1CCCCC1	-1	·	0	14	9	-2	-5
O=C(O)COc1c(Cl)cc(/C=C2/NC(=O)NC2=O)cc1Br	1	·	·	·	2	-6	0
CCCC1NC(=O)c2cccnc2-n2c1nc1ccc(Cl)cc1c2=O (configuration not stated)	5	-0.4	-5	-2	-1	?	0
Cc1c(N/C(=N/S(=O)(=O)c2cc([N+](=O)[O-])ccc2Cl)c2ccccc2)c(=O)n(-c2ccccc2)n1C	2	·	·	·	·	-3	-1
CC1CCC(NS(=O)(=O)c2cccc3nsnc23)CC1 (configuration not stated)	0	·	-5	-20	0	0	2
O=C(Nc1ccccc1)OC1CCS(=O)(=O)C1 (configuration not stated)	6	·	·	·	-1	-3	-13
N#C/C(=C\c1ccc(OCC(N)=O)cc1)c1ccccc1	-3	·	·	·	-5	-5	-3
COc1ccccc1N1CCN(C(=O)c2cc(-c3ccc(F)cc3)on2)CC1	3	·	-1	8	2	1	1
C[C@H](CO)N1C[C@H](C)[C@H](CN(C)Cc2ccccc2C(=O)O)Oc2cc(-c3ccc(C(=O)N(C)C)cc3)ccc2S1(=O)=O	3	-0.3	12	8	5	7	7
COc1cc(/C=C/C(=O)OCC(=O)Nc2cccc(Oc3ccccc3)c2)ccc1O	3	·	·	1	·	-6	-5
CCOC(=O)c1sc2nc(C)nc(NCc3ccc(F)cc3)c2c1C	0	·	2	-14	-4	0	-4
Cc1cccc(S(=O)(=O)NC(=O)C2(C)CCN2C(=O)CCc2ccccc2)c1 (configuration not stated)	3	3.3	1	-1	1	1	-1
C=C1CCC[C@]2(C)C[C@H]3OC(=O)C(CNCC(C)C)[C@H]3CC12 (some centres not stated)	0	·	-5	7	0	1	-8
CCOC(=O)CN1C(=O)C(=O)N(Cc2c(Cl)cccc2Cl)C1=O	0	·	-1	0	-4	11	-5
CCCNC(=O)N1C[C@@H](C)[C@H](OC)CN(C)C(=O)c2cc(NC(=O)CCC)ccc2OC[C@H]1C	4	0.1	-4	13	0	4	1
CC(=O)N[C@H]1CC[C@@H](CC(=O)NCC2CCCCC2)O[C@H]1CO	-5	-0.5	2	-6	1	-5	7
Cc1ccsc1C(=O)N1CCc2ccccc2C1	2	-0.6	-3	4	0	0	-2
O=C(OCc1nc2ccsc2c(=O)[nH]1)c1ccc(Cl)s1	-1	1.8	·	7	2	10	3
CC(=O)C1=C(O)C(=O)N(c2ccc(O)cc2)C1c1ccccc1[N+](=O)[O-] (configuration not stated)	-12	·	0	23	5	-3	4
COc1ccc(S(=O)(=O)N2CCC(N3CCCC3)CC2)cc1	1	·	-2	0	-1	4	-4
CCOc1ccc(C(=O)Nc2ccncc2)cc1	1	·	-6	-2	-2	·	-2
Cc1ccc(-c2cc3nc(NCCc4ccncc4)n(C)c(=O)c3s2)cc1	-4	-0.7	-2	-22	-2	-8	0
COc1ccc(CCNC(=O)CCN2C(=O)[C@@H]3Cc4ccccc4CN3C2=O)cc1	2	·	-1	-2	-4	2	2
CC(C)[C@H](NC(=O)[C@H](CCCN=C(N)N)NC(=O)NC(Cc1ccccc1)C(=O)O)C(=O)NC(C=O)CCCN=C(N)N (some centres not stated)	1	1.3	1	-2	46*	8	-2
COc1cccc(OC)c1C(=O)NC(=S)Nc1cccc(NC(=O)c2ccco2)c1	6	·	·	·	-10	1	11

Entries of single compounds from above:
Cc1ccsc1C(=O)N1CCc2ccccc2C1 across the screens: ERp5 block: 2; E-selectin induc: -0.6; PglD inh: -3; C2C12 statin: 4; SIRT5 block: 0; DENV2 CPE: 0; S100A4 MyoIIA: -2
CC(=O)C1=C(O)C(=O)N(c2ccc(O)cc2)C1c1ccccc1[N+](=O)[O-] (configuration not stated) across the screens: ERp5 block: -12; E-selectin induc: ·; PglD inh: 0; C2C12 statin: 23; SIRT5 block: 5; DENV2 CPE: -3; S100A4 MyoIIA: 4

Next structures:
SMILES	ERp5 block	E-selectin induc	PglD inh	C2C12 statin	SIRT5 block	DENV2 CPE	S100A4 MyoIIA
COc1ccc2cc(C3(C)NC(=O)N(CC(=O)NCC(F)(F)F)C3=O)ccc2c1 (configuration not stated)	-2	·	-9	0	-3	11	0
Cc1c(C=O)c2ccccn2c1C(=O)c1cccc([N+](=O)[O-])c1	3	·	·	·	-1	3	6
CN(C)S(=O)(=O)c1ccc(NC(=O)CN2CCc3ccccc32)cc1	-2	8.2	·	14	-2	0	17
CNC[C@H]1Oc2cc(Br)ccc2S(=O)(=O)N([C@H](C)CO)C[C@H]1C	2&-31&-4	-0.1&0.1	-4&1&2	10&-8&-2	-2&3&-1	15&5&3	-2&4&43
CCOc1ccc(S(=O)(=O)N2CCCCC2)cc1NC(=O)CC1OC(=O)c2ccccc21 (configuration not stated)	-3	·	7	-5	-2	-5	0
O=C(NCc1nc(-c2ccc(Cl)cc2)no1)c1ccco1	4	0.1	0	10	3	2	1
COc1cccc(C(=O)N(c2ccc(C)cc2)C2C=CS(=O)(=O)C2)c1 (configuration not stated)	2	0.0	7	·	0	-1	-5
Nc1ccc2nn(-c3ccc(F)cc3)nc2c1	7	0.5	-1	-2	2	4	-1
C[C@@H]1CN([C@@H](C)CO)C(=O)c2cc(NC(=O)Nc3cccc4ccccc34)ccc2O[C@@H](C)CCCCO[C@@H]1CN(C)S(=O)(=O)c1cn(C)cn1	-4	0.2	0	·	7	6	-8
COc1ccc(OC)c(N2CC(O)(c3ccccc3)[N+]3=C2SCCC3)c1 (configuration not stated)	-1	0.0	·	·	-4	1	3
COCCNC(=O)c1cccc(S(=O)(=O)N2CC3(C)CC2CC(C)(C)C3)c1 (configuration not stated)	-6	0.2	·	·	-6	0	-5
Cc1cccc(C)c1Nc1nnc(SCC(=O)NCCCN2CCCC2=O)s1	0	-0.3	-4	1	-3	-6	-1
COc1ccc2sc(-c3ccccc3OC)c(C#CCCO)c2c1	0	0.7	3	2	-3	-10	0
CC(C)(C)OC(=O)NCCCCCNC(=O)c1[nH]cnc1C(=O)Nc1ccon1	-1	0.3	-1	-11	-3	4	3
C[C@@H]1CCCCO[C@@H](CN(C)S(=O)(=O)c2ccc(F)cc2)[C@@H](C)CN([C@H](C)CO)C(=O)c2cc(NC(=O)Nc3ccc4c(c3)OCO4)ccc2O1	1	0.5	-1	·	0	4	0
CNC[C@@H]1Oc2c(NC(=O)C3CCCCC3)cccc2C(=O)N([C@H](C)CO)C[C@@H]1C	5	-0.1	-2	-15	-5	-8	7
CO[C@H]1CN(C)C(=O)c2ccc(NS(=O)(=O)c3ccc(C)cc3)cc2OC[C@@H](C)N(C)C[C@H]1C	0	0.1	2	-15	-9	-6	1
CC(C)CC#Cc1cnc2c(c1)C(=O)N([C@@H](C)CO)C[C@@H](C)[C@@H](CN(C)CC1CCOCC1)O2	-3	0.2	4	-2	1	-3	3
NS(=O)(=O)c1ccc(CNC(=O)C2CCCN2C(=O)c2cccs2)cc1 (configuration not stated)	0	-0.1	·	·	2	-6	-2
CCN(CC)S(=O)(=O)c1cccc(NC(=O)COC(=O)c2cc(C)oc2C)c1	0	·	0	·	-3	·	-2
C[C@H](CO)N1C[C@H](C)[C@H](CN(C)S(=O)(=O)c2ccccc2)Oc2ccc(NS(=O)(=O)c3ccc(F)cc3)cc2C1=O	·	-0.4	2	4	·	-8	·
CN1CCC(N(C)C(=O)c2ccc(Cl)c(S(=O)(=O)Nc3ccc(Cl)cc3)c2)CC1	3	0.8	3	29	-1	-5	-7
Cc1cc(C)cc(NC(=O)Cn2cnc3c(nnn3Cc3ccc(F)cc3)c2=O)c1	2	·	·	·	·	-4	2
O=C(CN1C(=O)C2C3C=CC(C3)C2C1=O)OCC(=O)c1ccccc1 (configuration not stated)	3	1.5	4	·	2	-9	-5
C[C@@H]1CN([C@H](C)CO)C(=O)c2cc(NC(=O)c3ccncc3)ccc2O[C@@H]1CN(C)Cc1ccc(C(=O)Nc2ccccc2N)cc1	10	0.7	-3	34	-1	-4	2
CO[C@@H]1CN(C)C(=O)c2cc(NS(C)(=O)=O)ccc2OC[C@@H](C)N(C)C[C@@H]1C	1	0.0	-2	8	-1	5	-11
Cc1c(NC(C)C)c(=O)n(-c2ccccc2)n1C	-2	-0.1	0	1	1	0	0
O=C(NCCc1ccc(F)cc1)Nc1ccccc1Cl	-1	-0.1	-4	-4	0	-6	0
CCN(CC)C(=O)Cn1cc(C(=O)C(=O)N2CCN(Cc3ccc4c(c3)OCO4)CC2)c2ccccc21	1	·	-5	-6	3	11	20
COc1ccc(/C=N/NC(=O)c2cccc(S(=O)(=O)N3CCCC3)c2)cc1O	2	-0.2	5	-3	-1	0	-2
C[C@@H]1CN([C@H](C)CO)C(=O)Cc2cc(NC(=O)C3CCCCC3)ccc2O[C@@H]1CN(C)Cc1ccc(-c2ccccc2)cc1	-4	-1.6	-5	-94	102*	9	2
CCOc1ccc(-c2nnc3ccc(SCC(=O)Nc4cc(C)on4)nn23)cc1	1	2.8	·	·	-6	3	-2
C[C@@H]1CCCCO[C@H](CN(C)C(=O)Nc2ccc(C(F)(F)F)cc2)[C@@H](C)CN([C@H](C)CO)C(=O)c2cc(NS(=O)(=O)c3ccccc3)ccc2O1	-3	0.0	-1	·	3	37*	-1

Molecules shown so far with an aryl methoxy group, in the order listed:
SMILES	ERp5 block	E-selectin induc	PglD inh	C2C12 statin	SIRT5 block	DENV2 CPE	S100A4 MyoIIA
COc1ccccc1N1CCN(C(=O)c2cc(-c3ccc(F)cc3)on2)CC1	3	·	-1	8	2	1	1
COc1cc(/C=C/C(=O)OCC(=O)Nc2cccc(Oc3ccccc3)c2)ccc1O	3	·	·	1	·	-6	-5
COc1ccc(S(=O)(=O)N2CCC(N3CCCC3)CC2)cc1	1	·	-2	0	-1	4	-4
COc1ccc(CCNC(=O)CCN2C(=O)[C@@H]3Cc4ccccc4CN3C2=O)cc1	2	·	-1	-2	-4	2	2
COc1cccc(OC)c1C(=O)NC(=S)Nc1cccc(NC(=O)c2ccco2)c1	6	·	·	·	-10	1	11
COc1ccc2cc(C3(C)NC(=O)N(CC(=O)NCC(F)(F)F)C3=O)ccc2c1 (configuration not stated)	-2	·	-9	0	-3	11	0
COc1cccc(C(=O)N(c2ccc(C)cc2)C2C=CS(=O)(=O)C2)c1 (configuration not stated)	2	0.0	7	·	0	-1	-5
COc1ccc(OC)c(N2CC(O)(c3ccccc3)[N+]3=C2SCCC3)c1 (configuration not stated)	-1	0.0	·	·	-4	1	3
COc1ccc2sc(-c3ccccc3OC)c(C#CCCO)c2c1	0	0.7	3	2	-3	-10	0
COc1ccc(/C=N/NC(=O)c2cccc(S(=O)(=O)N3CCCC3)c2)cc1O	2	-0.2	5	-3	-1	0	-2
